hiPSC survival = increases survival of single human iPS cells. hiPSC single-cell survival, ATPlite luminescence; 100% = ROCK inhibitor wells, 0% = DMSO. survival enhancement, % at 20 µM. 0.044% of 360,000 active. AID 602274; in the data active = survival enhancement above about 18%;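 also: cells exposed to compounds for 16 hours before the ATP read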
TRPM1 prom inh = inhibitors of MITF-driven TRPM1 promoter in melanoma cells. SK-MEL-5 TRPM1 promoter luciferase, 24 h. inhibition, % at 12.5 µM. 0.83% of 330,000 active;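 active = mean inhibition across replicates of 60% or more, whatever share of single replicates reaches that level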; also: values of inactives mirror those of a sister screen read the other way
NR2E3 ag-1 = agonists of human nuclear receptor NR2E3; inhibition of corepressor binding, % at 4.78 µM; AID 2300; Q9Y5X4; GST-NR2E3/biotin-RetCOR TR-FRET, 1536-well; 0.12% of 320,000 active;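 active = percent inhibition above the cutoff of mean plus 3 SD of all tested compounds, set per screening campaign, cut at about 20% in these data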;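 also: 0% = DMSO wells and 100% = biotin wells as full block of FRET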
Target sequence (Q9Y5X4 whole entry, looked up): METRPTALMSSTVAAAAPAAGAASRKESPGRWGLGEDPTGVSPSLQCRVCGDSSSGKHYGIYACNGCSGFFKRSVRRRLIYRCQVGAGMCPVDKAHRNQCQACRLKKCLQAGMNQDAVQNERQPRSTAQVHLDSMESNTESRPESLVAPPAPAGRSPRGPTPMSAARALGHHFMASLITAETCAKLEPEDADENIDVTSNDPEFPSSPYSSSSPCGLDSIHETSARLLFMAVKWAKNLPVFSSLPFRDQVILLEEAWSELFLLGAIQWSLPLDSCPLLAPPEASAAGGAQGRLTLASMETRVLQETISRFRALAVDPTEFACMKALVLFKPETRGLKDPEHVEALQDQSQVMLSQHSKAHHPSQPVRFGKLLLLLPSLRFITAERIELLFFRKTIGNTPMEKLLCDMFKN
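Material: NR2E3–RetCOR corepressor complex / Incubation: Compound–protein incubation for 5 h at 4 °C / Dosing: compound at 4.8 µM, single dose / Detection: time-resolved FRET / Benchmarks: high control biotin, low control 0.6% DMSO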
NR2E3 ag-2 = human photoreceptor-specific nuclear receptor agonism; Q9Y5X4; 0.35% of 360,000 active; AID 602229; inhibition of corepressor binding, % at 3.98 µM; CHO-S Gal4-NCOR/VP16-NR2E3 two-hybrid, luciferase;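 active = inhibition above the mean of all tested compounds plus 3 SD, cut at about 70% in these data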;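 also: 0% = DMSO with NR2E3 transfected cells and 100% = cells lacking NR2E3 construct; higher means lower luciferase signal from less NR2E3 corepressor binding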
CaV13 ICDI inh = Disruptors of the CACNA1D IQ motif to Ca2+-dependent inactivation inhibitor domain association, primary screening, Förster resonance energy transfer in intact living … | HEK cells, CFP/YFP FRET ICDI-IQ, plate reader, 10 min; percent FRET-ratio fall versus neutral wells | inhibition, % at 12.3 µM | 0.098% of 340,000 active;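 active = mean replicate inhibition of at least 30% and at least 1% of replicates passing that level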;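 also: 0% = median of the neutral control wells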
HTR2A ag = activates the mouse 5-HT2A serotonin receptor. P35363. CHO-K1 mHTR2A beta-arrestin complementation, luminescence; percent of 30 µM serotonin response. 0.66% of 360,000 active. activation, % at 7.6 µM;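 active = activation above a run cutoff, the mean activation of all tested compounds plus 3 SD, cut at about 14% in these data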;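 also: 0% = plate median of compound wells and 100% = 30 µM serotonin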
Peg3 prom inh = Peg3 promoter activity inhibition | inhibition, % at 20 µM | AID 588405 | HeLa PEG-Prom luciferase reporter, luminescence, overnight | 1.7% of 360,000 active;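 active = inhibition of at least 50% at 20 µM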
Shn3 3UTR inh = inhibitors of Schnurri-3 3'UTR reporter in osteoblasts. Clone20 osteoblast Shn3 3'UTR firefly luciferase, 24 h. inhibition, % at 12.5 µM. 0.52% of 360,000 active. AID 588674;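 active = mean inhibition of at least 75% with every replicate also reaching 75%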;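 also: 0% = median of neutral control wells and 100% = pilot-screen positive control compound; some compounds past the cut are filed as inactive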
Cardio protect = protects H9c2 cardiomyocytes from peroxide injury | H2O2 injury protection, ATPLite, 2 h | protection from H2O2 cell death, % at 20 µM | 0.63% of 360,000 active | AID 588492;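 active = compounds giving at least 50% protection of heart cells from peroxide-induced death in the single-dose screen, raw or plate-pattern-corrected value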;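 also: 0% = DMSO wells with peroxide and 100% = DMSO wells without peroxide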
HIF-2a inh = blocks HIF-2a reporter activity | 786-0 RCC cells HIF-2a reporter, luciferase luminescence, overnight | inhibition, % at 18.8 µM | 0.72% of 360,000 active | AID 624352;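 active = inhibition of the luminescence signal of 40% or more relative to plate controls, in a single-dose primary screen at 18.75 µM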
PDI turbidity = PDI (human) enzyme inhibition; inhibition, % at 10 µM; AID 588391; 0.052% of 350,000 active; P07237; PDI insulin aggregation turbidity, A650, 90 min;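 active = mean inhibition across replicates of 30% or more, whatever share of single replicates reach that level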;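 also: absorbance from insulin aggregation driven by PDI reduction with DTT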
Target sequence (P07237 whole entry, looked up): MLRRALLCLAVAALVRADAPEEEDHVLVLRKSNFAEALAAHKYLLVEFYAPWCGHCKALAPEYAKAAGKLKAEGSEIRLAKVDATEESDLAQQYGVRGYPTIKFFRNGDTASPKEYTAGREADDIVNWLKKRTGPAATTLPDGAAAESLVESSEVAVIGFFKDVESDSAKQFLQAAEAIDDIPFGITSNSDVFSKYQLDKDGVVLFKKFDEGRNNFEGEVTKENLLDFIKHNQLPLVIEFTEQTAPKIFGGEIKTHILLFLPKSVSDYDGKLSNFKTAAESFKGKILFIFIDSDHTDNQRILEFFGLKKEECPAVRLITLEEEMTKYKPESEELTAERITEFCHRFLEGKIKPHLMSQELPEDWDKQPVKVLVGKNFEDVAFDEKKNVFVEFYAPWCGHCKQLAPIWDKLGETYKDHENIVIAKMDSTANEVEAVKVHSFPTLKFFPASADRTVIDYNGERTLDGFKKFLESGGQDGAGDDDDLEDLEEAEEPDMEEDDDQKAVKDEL
Numbers without * were called inactive; . = no result given.

SMILES	hiPSC survival	TRPM1 prom inh	NR2E3 ag-1	NR2E3 ag-2	CaV13 ICDI inh	HTR2A ag	Peg3 prom inh	Shn3 3UTR inh	Cardio protect	HIF-2a inh	PDI turbidity
CCCCCCCC(=O)N/N=C/c1ccco1	3.1	9.6	2.9	-8.1	-5.1	0.6	-0.7	-2.8	-6.4	1.1	-3.0
COc1ccc(CN(C)C(C)C(=O)Nc2ccc(S(=O)(=O)N3CCCCC3)cc2)cc1F (centres undefined)	-0.2	4.3	-0.1	19.0	-2.1	-6.8	20.8	-1.2	-9.1	-5.6	6.5
Cc1ccc(-c2csc(C(O)c3ccc(F)c(F)c3)n2)cc1C (centres undefined)	4.0	.	.	3.5	-5.2	-1.4	-4.4	-13.9	-6.8	-64.2	5.0
O=C(Nc1ccc(N2CCN(C(=O)c3cccs3)CC2)cc1)c1ccc([N+](=O)[O-])o1	-0.4	97.7*	.	24.8	.	-2.2	107.3*	-14.5	-15.7	98.4*	4.3
COc1ccc(-n2cccc2/C=C/[N+](=O)[O-])cc1	-1.1	42.6	-3.5	-57.7	-3.2	6.2	0.7	31.5	-4.3	35.3	3.7
COc1ccc(/C=C(/NC(=O)c2ccco2)C(=O)Nc2ccc(C(C)=O)cc2)cc1	-0.3	-4.0	-1.9	-14.7	-5.0	3.6	-11.8	12.8	3.5	4.5	11.0
O=C(O)[C@@H]1CCCN1c1ncnc2sc3c(c12)CCC3	4.3	5.9	1.5	-3.0	-0.5	11.5	6.9	2.4	-2.7	10.3	1.3
CCN1C(=O)[C@H]2[C@@H](c3ccc(C)cc3)N3C(=O)N(c4ccc(C(F)(F)F)cc4)C(=O)[C@@]3(Cc3ccccc3)[C@H]2C1=O	1.4	-30.9	3.0	-8.2	-10.9	-0.9	-12.3	-0.5	-6.0	-36.4	1.2
COc1ccccc1CN(C)c1ccc(S(=O)(=O)N2CCN(C)CC2)cn1	-0.3	-0.1	1.3	2.3	-1.9	6.9	14.2	15.0	2.2	9.6	23.9
CCN1CCN(C(=O)Cn2cnc3sc(C)c(S(=O)(=O)N4CCN(c5ncccn5)CC4)c3c2=O)CC1	0.2	11.1	1.7	-28.8	2.3	-0.3	-5.0	2.2	7.6	12.3	-7.5
CCOC(=O)CN1C(=O)C(Sc2n[nH]c(-c3cccc(C)c3)n2)CCc2ccccc21 (centres undefined)	3.7	19.9	3.5	1.5	-4.4	-2.6	26.6	28.8	2.5	9.2	0.2
CC1(C)CC(NC(=O)c2ccc(Cl)cc2Cl)CC(C)(C)N1	-0.5	9.0	2.2	14.3	-2.1	-0.3	9.2	-7.9	-2.5	19.5	5.4
COc1cc(C2c3cc(O)c(OC)cc3CC(C(=O)O)C2CO)ccc1O (centres undefined)	1.3	12.9	.	-53.9	-5.8	2.4	11.1	-39.8	2.0	14.2	7.8
CCCn1c(=O)c(Cc2ccccc2)c(O)c2ccccc21	-2.0	-9.4	2.4	-9.8	.	3.8	3.9	-26.0	-1.8	13.0	8.9
O=C1C2CCCN2C(=S)N1c1ccc(Cl)cc1 (centres undefined)	-0.5	0.7	1.6	-25.3	-2.3	0.5	-12.5	-23.2	4.6	10.8	13.6
COc1cccc(Oc2cn[nH]c2-c2ccc(OC)cc2O)c1	4.5	15.5	2.7	-41.6	1.0	0.2	34.1	0.8	-5.2	-6.9	-4.6
O=C(Nc1cccc(O)c1)C1CC(c2c(F)cccc2Cl)=NO1 (centres undefined)	0.3	-6.7	-2.1	-6.4	-4.9	3.2	-18.6	-1.7	-0.1	-16.5	-0.4
CCc1ccccc1NCC(=O)Nc1ccccc1C(=O)OC	0.3	-5.4	-0.2	-19.4	7.4	-0.8	3.8	-11.6	-9.3	2.9	-14.3
O=C(O)CSc1nnnn1-c1ccc2c(c1)OCCO2	0.4	-1.2	3.0	-5.7	-5.5	-1.3	-3.1	-1.0	4.6	7.2	0.1
Cc1cc(C)c(C)c(S(=O)(=O)N2CCNCC2)c1C	0.9	1.5	3.2	-48.0	-3.7	3.0	0.0	-33.2	-0.9	22.3	-0.9
Cc1cc(C)cc(N(CC(=O)N/N=C/c2ccncc2)S(=O)(=O)c2ccccc2)c1	-0.1	0.2	-0.5	14.8	-5.3	-1.0	17.1	-10.6	0.8	18.6	-17.4
O=C1NC[C@H](CC2CCCCC2)N(CCc2cccc3ccccc23)C1=O	-1.6	.	.	18.6	-11.5	10.5	.	.	.	-0.4	.
Cc1ccc(-n2nc3c(c2NC(=O)c2ccc4c(c2)OCO4)CS(=O)C3)c(C)c1 (centres undefined)	-0.4	-3.8	3.0	11.4	-14.7	4.2	0.2	-6.6	3.3	14.2	-20.6
N#CCC(=O)Nc1ccc(C(F)(F)F)cc1N1CCOCC1	-0.8	4.8	0.8	-12.7	-4.9	-2.6	4.9	0.3	4.3	24.8	-8.6
COC(=O)C(CC(C)C)NC(=O)/C=C/c1ccc(Cl)cc1 (centres undefined)	-3.7	11.0	-0.8	-23.6	-0.2	2.5	1.2	-15.2	-9.6	15.4	0.2
COc1cc2[nH]c(=O)n(CCC(=O)NC3CCN(Cc4ccccc4)CC3)c(=O)c2cc1OC	-5.4	11.4	.	15.8	-5.1	-5.8	21.0	-7.9	-8.7	17.1	-3.1
Cc1ccc(S(=O)(=O)N2C[C@H]3[C@H]4C(=O)N(Cc5ccccc5)C(=O)[C@H]4CC(=O)[C@H]3[C@@H]2c2ccccc2F)cc1	-0.6	.	.	0.2	-5.1	-3.3	4.6	-10.2	1.5	12.1	.
COc1ccc(CCNC(=O)C2CCCN2C(=O)Nc2ccc(Cl)cc2)cc1OC (centres undefined)	0.2	11.0	1.2	-14.9	-1.8	-1.7	9.9	-0.8	5.2	17.0	2.7
O=C(O)c1c[nH]c2ccc(F)cc2c1=O	1.9	-5.4	4.6	-7.3	-4.0	3.5	8.5	1.1	5.1	17.9	-3.6
CCOC(=O)CSc1cc(=O)n(C)c2cc(Cl)ccc12	-0.8	3.9	-13.0	-21.6	-5.1	-8.2	-43.6	-0.8	18.3	2.5	-7.3
Cc1ccc(S(=O)(=O)N(Cc2cc3ccccc3[nH]c2=O)c2cccc(C)c2)cc1	0.0	28.3	1.2	-22.0	-0.6	3.2	-4.7	6.0	0.6	-64.1	-3.0
CN(C)c1ccc(-c2cccc(C3CC=CC4C3C(=O)N(Cc3ccccc3)C4c3ccc(C(F)(F)F)cc3)c2)cc1 (centres undefined)	7.3	-10.7	5.3	-72.4	-5.3	-9.9	-23.0	28.8	-6.6	-14.5	-2.2
C=C(C)COc1ccc(-c2nc(N)ncc2Oc2ccccc2OCC)c(O)c1	-0.8	-4.9	-4.7	-33.7	-1.2	-1.7	15.9	-0.3	-12.0	30.0	-11.8
CN1CCN(c2ccc(S(=O)(=O)N3CCOCC3)cc2NC(=O)COc2ccc(C#N)cc2)CC1	1.8	-30.4	.	5.2	-4.7	-8.3	7.6	2.9	12.3	2.0	2.3
C=CCNC(=O)c1ccc(N(CC=C)S(C)(=O)=O)cc1	-1.4	-1.5	1.3	-26.7	-2.1	1.1	10.9	3.0	6.2	6.8	7.0
O=C(CCCOc1ccc(Cl)cc1Cl)Nc1nnc(C2CC2)s1	0.5	1.9	3.2	-11.4	.	4.8	8.6	13.1	-0.9	5.1	-8.2
O=C(CCSc1ccc(Cl)cc1)N1CCN(c2ncccn2)CC1	-1.3	-46.5	-1.2	-126.9	0.0	-0.9	-167.2	-45.0	0.9	-206.0	-1.1
c1csc(-c2nc(N3CCOCC3)c3ccccc3n2)c1	-0.3	1.3	2.8	-29.6	-2.7	-4.2	4.0	12.5	10.3	24.0	-8.1
CC1=NN(Cc2ccccc2)C(=O)C1	-0.5	5.0	19.6*	-17.1	-3.2	1.9	-8.1	9.8	0.2	2.1	7.9
O=S(=O)(c1cc(Cl)ccc1Cl)N1CCN(Cc2ccc3c(c2)OCO3)CC1	-2.2	10.7	0.6	-18.2	-6.0	-5.9	8.6	-1.6	-16.5	1.5	.
Cc1ccc(NC(=O)c2ccc(NCCCN3CCOCC3)c([N+](=O)[O-])c2)cc1Cl	0.4	-2.7	4.5	-0.5	-5.7	-7.3	19.6	11.3	-13.5	-7.2	8.8
CS(=O)(=O)N1CCCC(C(=O)NC2CCCCCCC2)C1 (centres undefined)	0.7	8.4	3.3	-4.8	-9.0	-1.4	8.6	-20.5	-0.6	7.5	-0.9

A second format for part of the listing above.
Below each SMILES – hiPSC survival, TRPM1 prom inh, NR2E3 ag-1, NR2E3 ag-2, CaV13 ICDI inh, HTR2A ag, Peg3 prom inh, Shn3 3UTR inh, Cardio protect, HIF-2a inh, PDI turbidity
C=CCNC(=O)c1ccc(N(CC=C)S(C)(=O)=O)cc1
  -1.4, -1.5, 1.3, -26.7, -2.1, 1.1, 10.9, 3.0, 6.2, 6.8, 7.0
O=C(CCCOc1ccc(Cl)cc1Cl)Nc1nnc(C2CC2)s1
  0.5, 1.9, 3.2, -11.4, ., 4.8, 8.6, 13.1, -0.9, 5.1, -8.2
O=C(CCSc1ccc(Cl)cc1)N1CCN(c2ncccn2)CC1
  -1.3, -46.5, -1.2, -126.9, 0.0, -0.9, -167.2, -45.0, 0.9, -206.0, -1.1
c1csc(-c2nc(N3CCOCC3)c3ccccc3n2)c1
  -0.3, 1.3, 2.8, -29.6, -2.7, -4.2, 4.0, 12.5, 10.3, 24.0, -8.1
CC1=NN(Cc2ccccc2)C(=O)C1
  -0.5, 5.0, 19.6*, -17.1, -3.2, 1.9, -8.1, 9.8, 0.2, 2.1, 7.9
O=S(=O)(c1cc(Cl)ccc1Cl)N1CCN(Cc2ccc3c(c2)OCO3)CC1
  -2.2, 10.7, 0.6, -18.2, -6.0, -5.9, 8.6, -1.6, -16.5, 1.5, .
Cc1ccc(NC(=O)c2ccc(NCCCN3CCOCC3)c([N+](=O)[O-])c2)cc1Cl
  0.4, -2.7, 4.5, -0.5, -5.7, -7.3, 19.6, 11.3, -13.5, -7.2, 8.8
CS(=O)(=O)N1CCCC(C(=O)NC2CCCCCCC2)C1 (centres undefined)
  0.7, 8.4, 3.3, -4.8, -9.0, -1.4, 8.6, -20.5, -0.6, 7.5, -0.9

Source: PubChem
